Compound activity deposited in PubChem by National Center for Advancing Translational Sciences (NCATS).
L3MBTL1 block: blocks human L3MBTL1; Q9Y468; AlphaScreen L3MBTL1–H3K9me1 peptide binding; Potency, µM (titrated, usually from 57.1 µM), without a hit: top-dose activity, negative = inhibition, usual class: inhibitors; 230,000 compounds, 0.66% hits; AID 485360; also: nearly all actives have a fitted effect of over 60% in size
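Read-out is AlphaScreen signal from streptavidin donor and nickel chelate acceptor beads (10 ug/mL final each) bridging L3MBTL1 (50 nM) and biotinylated K9-monomethylated H3(1-15) peptide (75 nM), after 30 min compound exposure at room temperature.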
GoLoco inh red: inhibitors of human Gai1-RGS12 GoLoco interaction (red fluorophore); Gai1:RGS12 GoLoco peptide FP, rhodamine, 10 min; Potency, µM (top dose mostly 61.6 µM), without a hit: top-dose activity, negative = inhibition, hits mostly inhibitors; 230,000 compounds, 0.44% hits; AID 880; active = well fitted inhibition curve with a large enough effect, not every such curve was filed as active; inactive = no such curve, though single readings can be large or run the other way; also: nearly all actives have a fitted effect of over 30% in size; many of its hits are not listed in these tables
JMJD2E inh: inhibitors of human JMJD2E histone demethylase | B2RXH2 | JMJD2E catalytic domain, FDH-coupled NADH fluorescence (FDH is formaldehyde dehydrogenase) | Potency, µM (series often up to 57.1 µM), for inactives: at the highest dose activity change, negative = inhibition, most hits filed as inhibitors | 230,000 compounds, 1.6% hits | AID 2147; active = well fitted inhibition curve with a large enough effect, not every such curve was filed as active; inconclusive = small, poorly fitted or top-dose-only effect, or another doubt; inactive = no such curve, though single readings can be large or run the other way;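 also: 0% = wells with enzyme and -100% = buffer wells without enzyme; nearly all actives have a fitted effect of over 50% in size; many of its hits are not listed in these tables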
Target sequence (B2RXH2 1-337 limits assumed): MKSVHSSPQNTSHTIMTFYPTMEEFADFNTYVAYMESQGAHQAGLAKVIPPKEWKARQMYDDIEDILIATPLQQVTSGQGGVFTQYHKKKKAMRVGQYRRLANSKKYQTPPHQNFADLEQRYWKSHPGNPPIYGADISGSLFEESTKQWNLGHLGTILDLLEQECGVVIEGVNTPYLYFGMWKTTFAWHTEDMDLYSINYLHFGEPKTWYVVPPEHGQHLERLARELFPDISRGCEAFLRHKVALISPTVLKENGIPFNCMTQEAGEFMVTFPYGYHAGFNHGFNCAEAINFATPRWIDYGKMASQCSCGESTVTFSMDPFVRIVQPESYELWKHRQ
TRb-SRC2 inh: TRbeta-SRC2 interaction inhibition. P10828. TRbeta-SRC2 peptide binding, fluorescence polarization; receptor liganded with 1 µM T3. Potency, µM (titrated, usually from 106 µM), without a hit: top-dose activity change, negative = inhibition, actives largely listed as inhibitors. 280,000 compounds, 0.065% hits. AID 1469;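 also: plate controls were bound peptide for no effect and peptide without receptor for full effect; nearly all actives have a fitted effect of over 50% in size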
Target sequence (P10828 whole entry, looked up): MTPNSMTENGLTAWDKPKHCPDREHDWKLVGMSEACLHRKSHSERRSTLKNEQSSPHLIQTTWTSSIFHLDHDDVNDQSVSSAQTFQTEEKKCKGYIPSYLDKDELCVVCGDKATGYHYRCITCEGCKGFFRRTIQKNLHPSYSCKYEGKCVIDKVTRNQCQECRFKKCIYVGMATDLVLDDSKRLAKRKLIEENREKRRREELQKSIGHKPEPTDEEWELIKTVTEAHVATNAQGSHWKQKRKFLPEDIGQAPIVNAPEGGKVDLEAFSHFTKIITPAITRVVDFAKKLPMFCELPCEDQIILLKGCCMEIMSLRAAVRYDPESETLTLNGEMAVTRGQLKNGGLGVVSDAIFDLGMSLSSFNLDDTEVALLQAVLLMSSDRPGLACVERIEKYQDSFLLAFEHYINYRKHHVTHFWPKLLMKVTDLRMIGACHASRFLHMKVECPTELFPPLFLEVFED
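Binding of a 20-amino-acid Texas Red SRC2 peptide (20 nM) to TRb ligand-binding domain (0.6 uM) with agonist T3 at 1 uM was followed by fluorescence polarization after a 5 hr room-temperature incubation.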
TexasRed fluor: alters Texas Red total fluorescence, flagging assay interference | Potency, µM (top dose mostly 106 µM), for inactives: top-dose fluorescence change, negative = quenching | TRb/SRC2 Texas Red total fluorescence interference | AID 1479 | 280,000 compounds, 0.29% hits; active = well fitted curve in either direction with a large enough effect; inconclusive = small, poorly fitted or top-dose-only effect
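Human TRβ ligand-binding domain (0.6 uM) and Texas Red SRC2 peptide (20 nM) in Tris buffer with 1 uM T3 and 5% DMSO were incubated with pinned compound for 5 hr at ambient temperature. Total fluorescence was computed as S + 2P (555/632 nm).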
RECQ1 inh: RECQ1 (human) helicase inhibition. RECQ1 DNA unwinding, red fluorescence kinetic read. Potency, µM (series often up to 57.3 µM), for inactives: at the top dose activity, negative = inhibition, usual class: inhibitors. 240,000 compounds, 0.54% hits. AID 2549;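 also: plate controls were vehicle for no effect and no enzyme for full effect; nearly all actives have a fitted effect of over 30% in size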
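RECQ1T1 50 nM; forked duplex (20 bp + 30-nt ss tails) 200 nM, ATP 2 mM final; pH 8.0, 2 mM MgCl2, 2.5 ug/ml poly(dI-dC); 15 min compound preincubation; discontinuous kinetic read over 2 h at RT.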
Tau fibril FP: tau fibrillization inhibition (FP); K18 P301L tau heparin fibrillization, Alexa594 FP, 6 h; Potency, µM (titrated, usually from 57.7 µM), without a hit: top-dose activity, negative = inhibition, actives largely listed as inhibitors; 280,000 compounds, 0.39% hits; AID 1468; also: nearly all actives have a fitted effect of over 55% in size
Target sequence (P10636 561-689 P618L limits assumed): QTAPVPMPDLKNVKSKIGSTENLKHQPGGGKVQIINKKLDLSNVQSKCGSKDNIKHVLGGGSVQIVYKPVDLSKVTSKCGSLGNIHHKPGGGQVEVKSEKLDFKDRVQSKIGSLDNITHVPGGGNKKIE
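Human K18 P301L fragment (15 uM unlabeled plus 0.24 uM Alexa 594-labeled) in 100 mM sodium acetate pH 7 with compound, aggregation induced by 20 uM heparin for 6 hr at 37 C. ThT (30 uM) added for 1 hr, then Alexa 594 FP read.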
Tau fibril ThT: blocks human tau fibril formation measured by thioflavin T; P10636; recombinant tau K18 P301L, heparin-induced fibrillization, ThT fluorescence; Potency, µM (top dose mostly 57.4 µM), for the others: at the top dose activity, negative = inhibition, actives largely listed as inhibitors; 270,000 compounds, 2.1% hits; AID 1460; also: nearly all actives have a fitted effect of over 55% in size
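Fibril formation assay: tau K18 P301L at 15 uM with trace Alexa 594 label, heparin inducer 20 uM, pH 7 sodium acetate buffer, 37 C for 6 hr; endpoint ThT signal.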
Numbers without * were called inactive; i = inactive; u = inconclusive; x = no result given; [ ] = dose if it differs, or a comment. Unless noted, calls follow the shape of the dose curve; as a rule, active = well fitted curve in the direction sought with a large enough effect; inconclusive = small, poorly fitted or top-dose-only effect, or another doubt; inactive = no such curve, though single readings can be large; an effect the other way counts as inactive or inconclusive. Unless noted, % is scaled to controls: 0 for no effect and ±100 for the full control effect; potency is read from the fitted curve at half-maximal effect. Some of the compounds tested; rates above refer to the full screens.

(1) Cc1oc(CC(C)C)cc1C(=O)Nc1cccc2ccccc12
(2) Cc1ccc(Cn2c(=O)n(CCc3ccccc3)c(=O)c3c(C)c(C)sc32)cc1
(3) CCOC(=O)c1cnc2c(OC)cccc2c1Nc1ccc2c(c1)OCCO2
(4) O=C1CC(N2CCN(c3ccccn3)CC2)C(=O)N1c1ccc(Cl)cc1 (stereo unspecified)
(5) COc1cc(CN(C(=S)NCC(=O)O)C2CCCC2)cc(OC)c1OC
(6) CC(=O)Nc1ccc2oc(C)nc2c1
(7) CCC(=O)N1CCN(CCN=CC2=C(O)CC(C)(C)CC2=O)CC1
(8) Cc1cccc(OCC(=O)Nc2cccc3cccnc23)c1C

Compound	1	2	3	4	5	6	7	8
L3MBTL1 block	4%	x	8%	11%	x	x	2%	x
GoLoco inh red	4%	x	30%[activator]	14%	-10%	-5%	3%	x
JMJD2E inh	5%	x	-5%	3%	-9%	-2%	-1%	x
TRb-SRC2 inh	-1%	-6%	0%	-3%	-12%	4%	-6%	8%
TexasRed fluor	0%	-18%	-17%	-1%	2%	-2%	-8%	3%
RECQ1 inh	-7%	x	-1%	i	-1%	-20%	-4%	x
Tau fibril FP	-8%	-8%	2%	2%	1%	4%	-2%	-7%
Tau fibril ThT	-21%	-15%	u	-12%	-4%	-4%	-6%	-11%

(9) O=C(CC1C(=O)NCCN1CC1CCCCC1)NCc1cccc(F)c1F (stereo unspecified)
(10) Cc1ccc(C(=O)c2oc3ccccc3c2NC(=O)C(C)Oc2ccccc2Cl)cc1 (stereo unspecified)
(11) CCCOC(=O)c1c(NC(=O)C2c3ccccc3Oc3ccccc32)sc2c1CCCC2
(12) COc1ccc(C(=O)NNC(=O)CSc2nnc(-c3cccnc3)n2C)cc1
(13) Cc1cccc(NC(=O)CSc2nnc(-c3ccco3)o2)c1
(14) CCOC(=O)c1cc(C)n(-c2c(C)n(C)n(-c3ccccc3)c2=O)c1C
(15) CCOc1cc(CNn2cn[nH]c2=S)cc(Cl)c1OCc1ccccc1F
(16) COC(=O)C1CCN(S(=O)(=O)c2cc3c4c(c2)C(C)C(=O)N4CCC3)CC1 (stereo unspecified)

Compound	9	10	11	12	13	14	15	16
L3MBTL1 block	-1%	x	x	2%	x	-3%	0%	x
GoLoco inh red	3%	x	x	13%	12%	7%	8%	x
JMJD2E inh	-10%	x	x	2%	-4%	0%	-3%	x
TRb-SRC2 inh	4%	-4%	-2%	-1%	1%	-27%	-3%	-2%
TexasRed fluor	1%	-27%	-5%	-1%	-9%	1%	-3%	-3%
RECQ1 inh	i	x	x	i	i	-14%	-9%	x
Tau fibril FP	6%	u	-4%	3%	-3%	-8%	0%	-2%
Tau fibril ThT	-1%	-11%	-9%	0%	-9%	5%	u	-2%

(17) COc1ccc(-c2nc(-c3cccnc3)no2)cc1
(18) Cc1ccc(NC(=O)c2ccc(CSc3ccccn3)cc2)cc1
(19) COc1cc(/C=C/C(=O)O)cc(S(=O)(=O)NC2CCCC2)c1OC
(20) Cc1ccc(C(=O)Nc2cccc(C(=O)O)c2)cc1S(=O)(=O)N1CCOCC1
(21) Brc1ccc(-c2nnc(-c3ccccc3Br)o2)cc1
(22) OCCNc1ncnc2c1sc1nc(N3CCOCC3)c3c(c12)CCC3
(23) Cc1ccc(-n2c(=O)c3c(c4cc(C)ccc4n3C)n(CC(=O)NCC3CCCO3)c2=O)cc1 (stereo unspecified)
(24) Cc1cc(Cl)ccc1NC(=O)CN1C(=O)COc2ccc(S(=O)(=O)Nc3ccccc3)cc21

Compound	17	18	19	20	21	22	23	24
L3MBTL1 block	x	0%	x	x	-4%	u	x	x
GoLoco inh red	3%	7%	7%	2%	0%	9%	x	x
JMJD2E inh	2%	2%	u	-8%	-19%	u	x	x
TRb-SRC2 inh	-12%	-1%	-7%	-2%	-21%	2%	0%	0%
TexasRed fluor	2%	-5%	1%	4%	-2%	0%	-1%	-1%
RECQ1 inh	i	i	-3%	i	7%	-9%	x	x
Tau fibril FP	9%	-6%	4%	6%	-4%	6%	1%	u
Tau fibril ThT	x	-1%	x	-5%	u	-10%	-2%	18%

Ten compounds out of the list, arranged by formula weight, ascending.
(17) COc1ccc(-c2nc(-c3cccnc3)no2)cc1
(18) Cc1ccc(NC(=O)c2ccc(CSc3ccccn3)cc2)cc1
(14) CCOC(=O)c1cc(C)n(-c2c(C)n(C)n(-c3ccccc3)c2=O)c1C
(22) OCCNc1ncnc2c1sc1nc(N3CCOCC3)c3c(c12)CCC3
(21) Brc1ccc(-c2nnc(-c3ccccc3Br)o2)cc1
(16) COC(=O)C1CCN(S(=O)(=O)c2cc3c4c(c2)C(C)C(=O)N4CCC3)CC1 (stereo unspecified)
(12) COc1ccc(C(=O)NNC(=O)CSc2nnc(-c3cccnc3)n2C)cc1
(20) Cc1ccc(C(=O)Nc2cccc(C(=O)O)c2)cc1S(=O)(=O)N1CCOCC1
(15) CCOc1cc(CNn2cn[nH]c2=S)cc(Cl)c1OCc1ccccc1F
(23) Cc1ccc(-n2c(=O)c3c(c4cc(C)ccc4n3C)n(CC(=O)NCC3CCCO3)c2=O)cc1 (stereo unspecified)

Compound	17	18	14	22	21	16	12	20	15	23
L3MBTL1 block	x	0%	-3%	u	-4%	x	2%	x	0%	x
GoLoco inh red	3%	7%	7%	9%	0%	x	13%	2%	8%	x
JMJD2E inh	2%	2%	0%	u	-19%	x	2%	-8%	-3%	x
TRb-SRC2 inh	-12%	-1%	-27%	2%	-21%	-2%	-1%	-2%	-3%	0%
TexasRed fluor	2%	-5%	1%	0%	-2%	-3%	-1%	4%	-3%	-1%
RECQ1 inh	i	i	-14%	-9%	7%	x	i	i	-9%	x
Tau fibril FP	9%	-6%	-8%	6%	-4%	-2%	3%	6%	0%	1%
Tau fibril ThT	x	-1%	5%	-10%	u	-2%	0%	-5%	u	-2%

Later entries.
(25) Cc1nn(-c2ccc(F)cc2)c(C)c1CN1CCN(CCc2ccccc2)C(CCO)C1 (stereo unspecified)
(26) NC(=O)c1c(NC(=S)Nc2ccc(F)cc2)sc2c1CCCC2
(27) CCOC(=O)CCNC(=O)Nc1ccc2nc(C)n(Cc3cccc(Cl)c3)c(=O)c2c1
(28) CCn1c(=O)c(C(=O)CN2CCN(S(=O)(=O)c3cc(C)ccc3C)CC2)c(N)n(Cc2ccccc2)c1=O
(29) COc1ccccc1C(=O)Nc1cc2ccccc2oc1=O
(30) CC1CCc2c(nc3ncnn3c2N2CCN(c3ccccc3)CC2)C1 (stereo unspecified)
(31) Cc1cccc(-n2cnc3cc(C(=O)N4CCCCC4)ccc32)c1
(32) CCOC(=O)CNC(=O)c1cc2c(=O)n(CC)c3ccccc3c2s1

Compound	25	26	27	28	29	30	31	32
L3MBTL1 block	-1%	2%	x	-4%	x	3%	0%	x
GoLoco inh red	4%	6%	-11%	3%	-4%	0%	10%	x
JMJD2E inh	2%	-9%	u	-4%	-1%	7%	6%	x
TRb-SRC2 inh	-4%	4%	-7%	0%	-1%	-8%	-2%	-9%
TexasRed fluor	0%	-3%	-3%	-4%	-1%	-2%	2%	-5%
RECQ1 inh	-6%	15%	-5%	-5%	11%	-4%	-13%	x
Tau fibril FP	2%	1%	-10%	3%	-8%	-9%	-1%	1%
Tau fibril ThT	1%	u	-2%	-14%	u	u	-8%	-1%

(33) Cc1nnc(N2CCC(C(=O)NCCC(C)C)CC2)c2nn(-c3ccc(Cl)cc3)c(C)c12
(34) CCc1cccc(-n2c(=O)c3cccnc3n2CC(=O)NCc2ccc(C)cc2)c1
(35) CC(C)CN1C(=O)C(=O)N(CC(=O)NCc2ccc3c(c2)OCO3)C1=O
(36) CCCSCCCNC(=O)Cn1c(-c2cccs2)cc2ccccc21
(37) O=C(N/C(=C\c1ccc2c(c1)OCO2)C(=O)N1CCOCC1)c1cccs1
(38) COc1ccc2[nH]c(C)c(CCN(Cc3cccs3)C(=S)Nc3ccccc3)c2c1
(39) COC(=O)CN1C(=O)CSc2ccc(S(=O)(=O)Nc3ccc(F)c(Cl)c3)cc21
(40) Cc1ccccc1C(=O)Nc1ccc(C(=O)N/N=C/c2ccc(F)cc2)cc1
(41) CC1CC(C)CN(C(=O)c2ccccc2Nc2ccc(SC(F)F)cc2)C1 (stereo unspecified)
(42) Cc1ccc(C2CC(c3ccccc3)n3ncnc3N2)cc1 (stereo unspecified)
(43) CCOC(=O)c1c(N)sc(C(=O)N(CC)CC)c1C

Compound	33	34	35	36	37	38	39	40	41	42	43
L3MBTL1 block	x	x	x	x	1%	-19%	x	4%	-1%	-5%	3%
GoLoco inh red	x	x	0%	x	8%	8%	x	16%	6%	-4%	1%
JMJD2E inh	x	x	9%	x	2%	-8%	x	3%	-5%	-9%	18%
TRb-SRC2 inh	0%	-2%	7%	-1%	-3%	-9%	4%	-2%	-4%	-6%	10%
TexasRed fluor	-1%	-1%	3%	-18%	-1%	-1%	-1%	-6%	0%	3%	-1%
RECQ1 inh	x	x	3%	x	-5%	-13%	x	-3%	i	i	i
Tau fibril FP	0%	-2%	-13%	2%	2%	15%	-5%	-14%	5%	-3%	3%
Tau fibril ThT	10%	-4%	-8%	-4%	-3%	u	4%	6%	-13%	-7%	-2%

2 records picked at random from the list so far:
(41) CC1CC(C)CN(C(=O)c2ccccc2Nc2ccc(SC(F)F)cc2)C1 (stereo unspecified)
(36) CCCSCCCNC(=O)Cn1c(-c2cccs2)cc2ccccc21

Compound	41	36
L3MBTL1 block	-1%	x
GoLoco inh red	6%	x
JMJD2E inh	-5%	x
TRb-SRC2 inh	-4%	-1%
TexasRed fluor	0%	-18%
RECQ1 inh	i	x
Tau fibril FP	5%	2%
Tau fibril ThT	-13%	-4%
